# GLS inh = qHTS for Inhibitors of Glutaminase (GLS); Potency, µM (doses to about 45.5 µM), for the others: top-dose activity change, negative = inhibition, actives largely listed as inhibitors; actives 0.21% (n = 410,000); GLS enzymatic activity, qHTS titration; also: % is scaled to controls: 0 for no effect and ±100 for the full control effect
#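 Human kidney-isoform GLS in 45 mM KH2PO4 pH 8.2, 0.02% Tween-20, with compound, started with 1mM L-Glutamine (added stock). Glutamate oxidase/HRP/Amplex red coupled fluorescence read at start and after 30 min at RT.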
# Tb PGK inh = qHTS Assay to Find Inhibitors of Phosphoglycerate Kinase; Phosphoglycerate kinase, glycosomal (Trypanosoma brucei brucei), P07378; PGK/GAPDH coupled, Kinase-Glo luminescence, 60 min; Potency, µM (doses to about 57.5 µM), for inactives: top-dose activity change, negative = inhibition, hits mostly inhibitors; actives 0.043% (n = 380,000); AID 602233, 2012; also: % is scaled to controls: 0 for no effect and ±100 for the full control effect; nearly all actives have a fitted effect of over 60% in size
#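 Luminescent ATP detection (Kinase-Glo Plus) follows a 60-minute room-temperature incubation, with wells lacking PGK as controls. Buffer: 100 mM TEA (pH 7.6), 5 mM MgCl2, 0.01% Tween-20. Coupling enzyme GAPDH (100 nM final) supplies unstable 1,3-BPG in-well.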
# G9a block = qHTS Assay for Inhibitors of Histone Lysine Methyltransferase G9a; Potency, µM (doses to about 102 µM), without a hit: top-dose activity, negative = inhibition, most hits filed as inhibitors; G9a H3K9 monomethylation, AlphaScreen, 2 h; actives 8.8% (n = 350,000); also: % is scaled to controls: 0 for no effect and ±100 for the full control effect; nearly all actives have a fitted effect of over 75% in size
# Target sequence (Q96KQ7 913-1193 limits assumed): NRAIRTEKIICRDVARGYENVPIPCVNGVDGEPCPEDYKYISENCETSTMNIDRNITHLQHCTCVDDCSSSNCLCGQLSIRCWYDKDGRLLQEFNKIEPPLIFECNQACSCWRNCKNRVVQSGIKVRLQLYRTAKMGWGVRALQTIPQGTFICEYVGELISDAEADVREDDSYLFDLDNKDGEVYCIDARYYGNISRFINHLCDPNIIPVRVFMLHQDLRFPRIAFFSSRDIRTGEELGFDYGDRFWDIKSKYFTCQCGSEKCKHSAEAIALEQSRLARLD
#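 AlphaScreen read-out: biotin-H3K9 peptide (500 nM) methylation by 20 nM enzyme with 20 uM SAM, 2 h at room temperature after 15 min compound preincubation; anti-monomethyl H3K9 antibody plus donor/acceptor beads, 10 min dark.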
# BAZ2B block = qHTS Assay for Inhibitors of BAZ2B; Potency, µM (doses to about 114 µM), for inactives: top-dose activity change, negative = inhibition, actives largely listed as inhibitors; Bromodomain adjacent to zinc finger domain protein 2B (Homo sapiens), Q9UIF8; AlphaScreen BAZ2B-H3K14Ac peptide displacement; actives 4.4% (n = 360,000); also: % is scaled to controls: 0 for no effect and ±100 for the full control effect; nearly all actives have a fitted effect of over 60% in size
#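 Complex of BAZ2B and biotin-H3K14Ac (50 nM apiece) forms over 30 min at RT, then faces library compounds up to 110 uM for another 30 min; AlphaScreen beads added, 20 min dark incubation, luminescence read.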
# JMJD2A Tudor = qHTS Assay for Inhibitors of JMJD2A-Tudor Domain. AlphaScreen JMJD2A-Tudor / H3K4me3 peptide binding. actives 4.4% (n = 390,000). Potency, µM (doses to about 114 µM), for the others: at the highest dose activity change, negative = inhibition, usual class: inhibitors. AID 504339, 2011; also: % is scaled to controls: 0 for no effect and ±100 for the full control effect; nearly all actives have a fitted effect of over 50% in size
# Pol iota inh = qHTS for Inhibitors of Polymerase Iota | DNA polymerase iota (Homo sapiens), Q9UNA4 | Pol iota fluorescent replication assay, 10 min | Potency, µM (titrated, usually from 115 µM), for inactives: at the highest dose activity, negative = inhibition, usual class: inhibitors | actives 1% (n = 390,000) | AID 588590, 2011
# Target sequence (Q9UNA4 whole entry, looked up): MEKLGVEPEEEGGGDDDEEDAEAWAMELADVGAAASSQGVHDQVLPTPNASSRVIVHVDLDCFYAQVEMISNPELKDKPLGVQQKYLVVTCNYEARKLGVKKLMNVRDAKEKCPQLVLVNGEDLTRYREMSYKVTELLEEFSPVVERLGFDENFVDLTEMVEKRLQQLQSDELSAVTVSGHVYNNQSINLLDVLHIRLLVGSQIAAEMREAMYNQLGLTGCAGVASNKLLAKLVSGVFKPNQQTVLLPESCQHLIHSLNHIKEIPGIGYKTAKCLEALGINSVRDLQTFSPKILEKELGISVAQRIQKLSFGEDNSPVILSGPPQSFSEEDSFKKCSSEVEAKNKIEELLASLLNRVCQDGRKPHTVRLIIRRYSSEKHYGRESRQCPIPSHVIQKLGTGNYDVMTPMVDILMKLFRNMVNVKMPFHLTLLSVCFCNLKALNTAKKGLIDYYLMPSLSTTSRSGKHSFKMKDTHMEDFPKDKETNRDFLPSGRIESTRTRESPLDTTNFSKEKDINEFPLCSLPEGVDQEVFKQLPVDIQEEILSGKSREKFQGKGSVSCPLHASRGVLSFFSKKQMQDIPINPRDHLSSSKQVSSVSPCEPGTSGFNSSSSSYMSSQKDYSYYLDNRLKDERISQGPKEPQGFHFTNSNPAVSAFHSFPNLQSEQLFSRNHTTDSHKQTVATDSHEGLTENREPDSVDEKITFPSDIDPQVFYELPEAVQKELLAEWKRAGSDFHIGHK
#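 Fluorescent replication assay read twice, at 0 min and 10 min after adding 50 nM (final) substrate. Enzyme (10 nM) and compounds were first incubated 15 min at room temperature; enzyme-free buffer wells were negative controls.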
# HP1b binding inh = HTS for Inhibitors of HP1-beta Chromodomain Interactions with Methylated Histone Tails | Chromobox protein homolog 1 (Homo sapiens), P83916 | AlphaScreen HP1-beta / biotin-H3K9me3 peptide binding | Potency, µM (highest dose often 114 µM), inactives show top-dose activity change, negative = inhibition, usual class: inhibitors | actives 0.56% (n = 390,000) | AID 540317, 2011; also: nearly all actives have a fitted effect of over 70% in size; inactives centre near 23
#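 Compound inhibition of the preformed complex between 50 nM HP1-beta and 50 nM biotinylated H3K9me3 peptide was read by AlphaScreen. Buffer was PBS pH 7.4 with 0.01% Tween-20. Incubations ran 30 min at room temperature, with 10 ug/mL donor/acceptor beads.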
# Pin1 inh = qHTS Assay to Find Inhibitors of Pin1; Pin1 FP peptide displacement, HiFluor488, 10 min; Potency, µM (doses to about 115 µM), for the others: top-dose activity, negative = inhibition, actives largely listed as inhibitors; actives 0.009% (n = 390,000); AID 504891, 2011; active = well fitted inhibition curve with a large enough effect in the polarisation, with a control signal flat, not every such curve was filed as active; inconclusive = small, poorly fitted or top-dose-only effect, or effect the other way, or a change in a side signal; inactive = no such curve, though single readings can be large or run the other way; the % refers to the polarisation; also: % is scaled to controls: 0 for no effect and ±100 for the full control effect
# BLM inh = qHTS Assay for Inhibitors of Bloom's syndrome helicase (BLM) | actives 0.2% (n = 350,000) | recombinant BLM DNA unwinding, fluorescence dequenching | Potency, µM (highest dose often 56.1 µM), for the others: top-dose activity change, negative = inhibition, usual class: inhibitors | RecQ-like DNA helicase BLM (Homo sapiens), P54132;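 also: plate controls were vehicle for no effect and no enzyme for full effect; nearly all actives have a fitted effect of over 35% in size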
# Active calls of the source: *; i = inactive; ? = inconclusive; nt = not tested or not shown; [ ] = dose if it differs, or a comment. Unless noted, calls follow the shape of the dose curve; as a rule, active = well fitted curve in the direction sought with a large enough effect; inconclusive = small, poorly fitted or top-dose-only effect, or another doubt; inactive = no such curve, though single readings can be large; an effect the other way counts as inactive or inconclusive. Potency is read from the fitted curve at half-maximal effect. These rows are one share of the data; rates above refer to the full screens.
# Results follow in this order: GLS inh | Tb PGK inh | G9a block | BAZ2B block | JMJD2A Tudor | Pol iota inh | HP1b binding inh | Pin1 inh | BLM inh
- Cc1ccc(/C=C/C(=O)O)cc1S(=O)(=O)N1CCc2ccccc2C1
→ 16% | i | -10% | -19% | -10%[11.4 µM] | 106%[activator] | 24% | -17% | -3%
- C#CCOCCOCCOCCNc1nc(N2CCN(C(=O)[C@H](CCCN=C(N)N)n3cc(C(N)[C@@H](C)CC)nn3)CC2)nc(N2CCN(C(=O)[C@H](CCC(=O)O)n3cc([C@@H](N)[C@H](C)CC)nn3)CC2)n1 (stereo partly specified)
→ 8% | -1% | nt | nt | ? | -14% | 8% | 3% | nt
- Cc1ccc(O)c(NC(=S)NC(=O)c2ccc(-c3ccc(Cl)cc3)o2)c1
→ -7% | 2% | nt | nt | -14%[11.4 µM] | 14% | 51%[activator] | 0% | nt
- COc1ccc(-c2nnc(SCc3cc(C)ccc3C)n2N)cc1
→ nt | 2% | -5%[12.7 µM] | -4% | 17% | 19% | 69%[activator] | -2% | 0%
- O=C(CC1SC(N2CCCCC2)=NC1=O)Nc1cccc(C(=O)NCc2ccc(F)cc2)c1 (stereo unspecified)
→ 5% | 3% | -28% | 3% | -7% | 20% | 23% | -13% | nt
- CC(C)(C)OC(=O)N1CCCC(C(=O)Nc2cccc(C(=O)N3CCCCC3)c2)C1 (stereo unspecified)
→ 1% | -8% | nt | nt | ? | 4% | 34% | 3% | nt
- OCC[C@@H]1C[C@H](O)[C@@H](O)[C@]2(Cc3ccccc3O2)O1
→ 1% | 7% | -5% | -6% | -10% | 49%[activator] | 27% | 0% | 1%
- Cc1ccc(NC(=O)CN2CCCC2)cc1Br
→ 4% | 3% | 50µM* | ? | 56µM* | -8% | 0% | -6% | -5%
- Cc1ccc(OCC(=O)N2CCN(S(=O)(=O)c3ccc(Cl)s3)CC2)cc1C
→ 19% | 3% | 6%[2.33 µM] | 5% | -8% | -19% | 35% | 7% | nt
- CSc1ccccc1OCc1cc(C(=O)N(Cc2nccn2C)C(C)C)no1
→ -1% | -1% | 8% | -33% | -16% | 22% | 17% | 1% | -6%
- CCn1c(SCc2ccc(C(=O)Nc3cc(C)cc(C)c3)cc2)nnc1-c1ccncc1
→ 6% | -4% | -3%[59 µM] | 4% | -13% | 1% | 12% | -1% | -4%
- CCCCNc1c(-c2ccc(OC)c(SC3CCCCC3)c2)nc2ccc(Cl)cn12
→ 22% | 0% | nt | nt | -26% | 41% | 77%[activator] | 11% | nt
- CC1=CCC(C(=O)N/N=C/c2cccs2)C(c2ccc(F)cc2)C1 (stereo unspecified)
→ -13% | -4% | 3%[12.7 µM] | -26% | -16% | -4% | 26% | -7% | -10%
- CN(CC(=O)O)c1ccc(S(=O)(=O)N2CCOCC2)cc1[N+](=O)[O-]
→ 13% | 3% | 42% | 12% | -5%[57.1 µM] | 77%[activator] | 50%[activator] | -1% | 2%
- Clc1ccc(OCCCCN2CCCCC2)cc1
→ -2% | 1% | 10µM* | 50µM* | 1µM* | 13% | ? | -10% | -1%
- Fc1ccc(-n2[nH]nnc2=S)cc1N1CCCC1
→ 68%[activator] | -3% | ? | ? | 79µM* | ? | ? | 1% | -11%
- CC1CCN(C(=O)CC#N)CC1
→ 1% | -9% | nt | 5% | -1% | 33% | 18% | -1% | -2%
- O=C(Nc1cc(=O)[nH]c2ncnn12)c1ccccc1
→ -21% | -10% | 3%[59 µM] | -30% | -20% | -1% | 25% | -4% | 0%
- O=C(c1ccco1)N1CCN(C2CC(=O)N(c3ccc(C(F)(F)F)cc3)C2=O)CC1 (stereo unspecified)
→ 1% | 0% | -2%[12.7 µM] | -7% | 5% | 2% | 24% | ? | -5%
- CCc1ccc(NC(=O)NNC(=O)c2ccc3ccccc3c2O)cc1
→ 49%[activator] | -8% | 21% | -13% | -27% | 25% | 27% | -2% | -7%
- c1ccc(-c2csc(NC3CCCCC3)n2)cc1
→ 0% | 4% | 50µM* | -30% | -23% | 38%[activator] | -12% | -10% | -3%
- COc1ccc(-n2c(-c3ccc(Br)cc3)c[n+]3c2CCCCC3)cc1
→ 1% | 3% | 9% | 4% | -14%[11.4 µM] | 61%[activator] | 22% | 6% | 1%
- CCCCN(C(=O)CSc1nnnn1C)C1CCS(=O)(=O)C1 (stereo unspecified)
→ -3% | i | -11%[12.7 µM] | -3% | -20% | 20% | 35%[activator] | 0% | nt
- COc1ccccc1NS(=O)(=O)c1ccc(NC(=O)c2ccncc2)cc1
→ 3% | -8% | 5% | -2% | -18% | 21% | 10% | 5% | -1%
- CC(C)[C@H](N)c1nnc(SCc2ccc(Cl)cc2)o1
→ 4% | -7% | nt | -1% | 14µM* | 20% | 21% | 8% | 0%
- O=S(=O)(c1cccs1)N1CCN(c2ncccn2)CC1
→ 7% | 18% | 26%[59 µM] | -3% | 7% | 15% | 42% | 1% | 3%
- Cc1ccccc1-n1nc(-c2ccc(N)cc2)cc1N
→ 11% | 1% | ? | -25% | ? | 9% | 4% | -7% | -5%
- CCc1noc(C)c1C(=O)OCC(=O)N(CCOC)c1c(N)n(Cc2ccccc2)c(=O)[nH]c1=O
→ -2% | i | -2%[12.7 µM] | 4% | ? | ? | -6% | -10% | nt
- O=C(CCn1c(=O)[nH]c2ccsc2c1=O)N1CCN(Cc2ccc3c(c2)OCO3)CC1
→ -2% | i | 0%[59 µM] | 7% | -29% | ? | 44%[activator] | 3% | 3%
- COc1cccc(NC(=O)COC(=O)C2CCN(S(=O)(=O)c3cccs3)CC2)c1
→ 3% | i | -11% | nt | -13% | 42%[activator] | 3% | 5% | -3%

# Reprinted from the part before: four entries; new compounds follow.
# Keys: A = GLS inh; B = Tb PGK inh; C = G9a block; D = BAZ2B block; E = JMJD2A Tudor; F = Pol iota inh; G = HP1b binding inh; H = Pin1 inh; I = BLM inh
molecule: Cc1ccccc1-n1nc(-c2ccc(N)cc2)cc1N
  A: 11%; B: 1%; C: ?; D: -25%; E: ?; F: 9%; G: 4%; H: -7%; I: -5%

molecule: CCc1noc(C)c1C(=O)OCC(=O)N(CCOC)c1c(N)n(Cc2ccccc2)c(=O)[nH]c1=O
  A: -2%; B: i; C: -2%[12.7 µM]; D: 4%; E: ?; F: ?; G: -6%; H: -10%; I: nt

molecule: O=C(CCn1c(=O)[nH]c2ccsc2c1=O)N1CCN(Cc2ccc3c(c2)OCO3)CC1
  A: -2%; B: i; C: 0%[59 µM]; D: 7%; E: -29%; F: ?; G: 44%[activator]; H: 3%; I: 3%

molecule: COc1cccc(NC(=O)COC(=O)C2CCN(S(=O)(=O)c3cccs3)CC2)c1
  A: 3%; B: i; C: -11%; D: nt; E: -13%; F: 42%[activator]; G: 3%; H: 5%; I: -3%

molecule: C/C(=N\OCC(=O)N/N=C/c1ccccc1O)c1cccs1
  A: 24%; B: -8%; C: 85%[activator][59 µM]; D: 19%; E: -15%; F: 6%; G: 38%[activator]; H: ?; I: -4%

molecule: Nc1c(C(=O)NC2CCCC2)c2nc3ccccc3nc2n1/N=C/c1cccnc1
  A: -1%; B: -1%; C: nt; D: nt; E: 10%; F: 62%[activator]; G: 58%[activator]; H: -8%; I: nt

molecule: CCOC(=O)c1cccc(NC(=O)c2cnn(-c3ccccc3)c2-n2cccc2)c1
  A: -10%; B: -1%; C: -11%[59 µM]; D: -9%; E: -22%; F: ?; G: -4%; H: -4%; I: -8%

molecule: COc1ccc(/C=N/NC(=O)c2[nH]c3ccc(Br)cc3c2-c2ccccc2)cc1
  A: 2%; B: i; C: 17%[59 µM]; D: 8%; E: -8%; F: 46%[activator]; G: 14%; H: 11%; I: -3%

molecule: COC(=O)c1cccc(N(CC(=O)NC2CCCC2)C(=O)CCC(=O)Nc2cc(C)on2)c1
  A: -3%; B: -1%; C: -11%[59 µM]; D: 1%; E: -1%; F: 7%; G: 21%; H: -3%; I: 2%

molecule: CS(=O)(=O)c1ccccc1C(=O)Nc1cc(Cl)ccc1-n1cncn1
  A: 11%; B: 7%; C: 1%; D: 12%; E: 1%; F: 25%; G: 20%; H: 0%; I: nt

molecule: COc1cc2[nH]c(=O)n(CCCC(=O)N3CC=C(c4ccccc4)CC3)c(=O)c2cc1OC
  A: -9%; B: -11%; C: ?; D: -5%; E: -19%[57.1 µM]; F: -12%; G: 1%; H: 2%; I: -1%

molecule: COc1ccccc1-n1cnnc1SCC(=O)NCc1cccs1
  A: 13%; B: -10%; C: -3%[59 µM]; D: -22%; E: -11%; F: 0%; G: 7%; H: -5%; I: -9%

molecule: CCOc1ccc(C(c2c(NC(=O)c3ccccc3)sc(C)c2C)N2CCN(CCO)CC2)cc1 (stereo unspecified)
  A: 0%; B: 7%; C: ?; D: ?; E: ?; F: -4%; G: -13%; H: 11%; I: -14%

molecule: Cc1cc(C)c(NC(=O)CSc2nccn2C)c(C)c1
  A: 11%; B: -5%; C: 9%[59 µM]; D: -2%; E: 0%; F: 14%; G: 28%; H: 3%; I: 1%

# Part of the list above, with the structure last.
GLS inh | Tb PGK inh | G9a block | BAZ2B block | JMJD2A Tudor | Pol iota inh | HP1b binding inh | Pin1 inh | BLM inh | Compound
-2% | 1% | 10µM* | 50µM* | 1µM* | 13% | ? | -10% | -1% | Clc1ccc(OCCCCN2CCCCC2)cc1
68%[activator] | -3% | ? | ? | 79µM* | ? | ? | 1% | -11% | Fc1ccc(-n2[nH]nnc2=S)cc1N1CCCC1
1% | -9% | nt | 5% | -1% | 33% | 18% | -1% | -2% | CC1CCN(C(=O)CC#N)CC1
-21% | -10% | 3%[59 µM] | -30% | -20% | -1% | 25% | -4% | 0% | O=C(Nc1cc(=O)[nH]c2ncnn12)c1ccccc1
